Compound activity (PubChem BioAssay)
Fluorescein autfl: compound fluoresces in the fluorescein spectral region; Compound autofluorescence, 480/540 nm, fluorescein-equivalent; active compounds read high; max fluorescein-equivalent concentration, M; 59,000 tested, 0.91% active; in the data active means max fluorescein-equivalent concentration above about 10 nM; inconclusive means between about 1.1 nM and that limit
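In this qHTS profile, compound fluorescence was measured with a 480 nm/540 nm filter pair following a 15-min room-temperature incubation in 100 mM Tris (pH 8.0). A six-point fluorescein series on each plate served for normalization.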
HBB splicing: modulators of hemoglobin beta chain splicing; HBB splicing reporter cell assay, activation; EGFP reporter with mutant IVS2-654 intron; response scale: normalised to 500 nM splice-correcting PNA; Potency, µM (doses to about 46.1 µM), for inactives: at the highest dose activation, usual class: activators; 65,000 tested, 0.06% active; AID 925; further: potency means the concentration at half of the fitted maximal effect; 0% is about no effect
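HeLa cells stably expressing EGFP interrupted by mutant beta-globin intron 2 (IVS2-654), 500/well in 2% FCS. Treated with compound for 2 days at 37C. Splicing correction scored as total well GFP intensity (488 nm excitation, 500-520 nm emission); 500 nM antisense PNA served as control.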
ALOX15 inhib: 15-hLO (ALOX15) enzyme inhibition | P16050 | purified 15hLO-1, xylenol orange hydroperoxide absorbance | Potency, µM (highest dose often 57.1 µM), without a hit: at the top dose activity change, negative = inhibition, hits mostly inhibitors | 74,000 tested, 1.4% active | AID 887; further: potency means the concentration at half of the fitted maximal effect; on the % scale 0 is the no-effect control and ±100 the full control effect; nearly all actives have a fitted effect of over 55% in size
Target sequence (P16050 whole entry, looked up): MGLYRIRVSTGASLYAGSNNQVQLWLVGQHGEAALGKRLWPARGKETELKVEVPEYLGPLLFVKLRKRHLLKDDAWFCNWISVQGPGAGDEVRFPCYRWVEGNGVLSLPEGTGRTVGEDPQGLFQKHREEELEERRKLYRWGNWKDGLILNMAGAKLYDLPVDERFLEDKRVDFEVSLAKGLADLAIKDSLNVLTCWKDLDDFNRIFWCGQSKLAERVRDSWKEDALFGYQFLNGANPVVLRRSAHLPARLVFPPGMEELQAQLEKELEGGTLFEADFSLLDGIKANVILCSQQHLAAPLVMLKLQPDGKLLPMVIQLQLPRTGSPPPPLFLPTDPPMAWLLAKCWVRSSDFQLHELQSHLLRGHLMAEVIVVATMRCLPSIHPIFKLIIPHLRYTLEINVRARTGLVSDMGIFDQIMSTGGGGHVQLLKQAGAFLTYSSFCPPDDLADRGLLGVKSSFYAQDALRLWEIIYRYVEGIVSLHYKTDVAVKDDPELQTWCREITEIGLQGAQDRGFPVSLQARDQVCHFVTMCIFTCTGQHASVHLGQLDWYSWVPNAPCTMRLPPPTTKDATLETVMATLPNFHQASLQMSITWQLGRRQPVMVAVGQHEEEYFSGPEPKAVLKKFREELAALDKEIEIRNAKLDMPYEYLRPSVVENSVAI
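Hydroperoxide formed from arachidonic acid (50 uM) by purified human 15hLO-1 (40 nM) oxidizes ferrous iron, and the ferric-xylenol orange complex is read at 573 versus 405 nm. Compounds were preincubated 15 min; reaction ran 6 min at room temperature.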
HADH2 inhib: blocks human hydroxyacyl-CoA dehydrogenase type II; Potency, µM (series often up to 57.1 µM), for the others: top-dose activity change, negative = inhibition, hits mostly inhibitors; recombinant HADH2, NADH fluorescence, beta-hydroxybutyryl-CoA; Q99714; AID 886; 73,000 tested, 3.4% active; further: potency means the concentration at half of the fitted maximal effect; on the % scale 0 is the no-effect control and ±100 the full control effect; nearly all actives have a fitted effect of over 60% in size; many of its hits are not listed in these tables
Target sequence (Q99714 whole entry, looked up, one chain of several): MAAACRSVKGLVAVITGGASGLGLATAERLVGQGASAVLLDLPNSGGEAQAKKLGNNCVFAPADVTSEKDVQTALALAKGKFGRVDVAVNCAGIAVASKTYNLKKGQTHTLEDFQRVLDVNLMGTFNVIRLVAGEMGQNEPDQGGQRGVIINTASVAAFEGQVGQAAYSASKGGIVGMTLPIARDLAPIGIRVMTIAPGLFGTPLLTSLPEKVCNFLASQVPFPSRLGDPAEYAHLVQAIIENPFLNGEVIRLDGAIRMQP
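20 nM HADH2 + cpd, 15 min RT; add 1 mM NAD+/90 uM beta-hydroxybutyryl-CoA; kinetic fluorescence 360/450 nm, 4 min. Tris-HCl pH 9.0, 0.01% Tween-20.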
Hsp90 Hop PPI: changes Hsp90-Hop TPR2A binding signal, up or down. AlphaScreen TPR2A-His6 binding biotin-Hsp90 C-terminal peptide. Potency, µM (doses to about 57 µM), inactives show at the top dose activity change, negative = inhibition. 71,000 tested, 0.44% active. AID 595; active means well fitted curve in either direction with a large enough effect; inconclusive means small, poorly fitted or top-dose-only effect, or another doubt; further: potency means the concentration at half of the fitted maximal effect; on the % scale 0 is the no-effect control and ±100 the full control effect; many of its hits are not listed in these tables
Pol III holo inh: DNA polymerase III holoenzyme inhibition | AID 603 | Potency, µM (top dose mostly 57.1 µM), for inactives: at the highest dose activity change, negative = inhibition | reconstituted DNA polymerase III holoenzyme replication, biochemical | 71,000 tested, 0.25% active; further: potency means the concentration at half of the fitted maximal effect; on the % scale 0 is the no-effect control and ±100 the full control effect
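Reconstituted *E. coli* holoenzyme (0.35 nM Pol III, 1 nM beta, 154 nM SSB, 2 nM primase) was preincubated with compound for 15 min at RT. Synthesis on 1.4 nM ssM13Gori ran 35 min, then was stopped with PicoGreen/EDTA and read as dsDNA fluorescence.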
Rhodamine fluor: compound autofluorescence in rhodamine spectral region; Rhodamine-region fluorescence, 547/598 nm, Tris buffer; active compounds read high; max dye-equivalent concentration, M; 59,000 tested, 0.05% active; in the data active means max dye-equivalent concentration above about 11 nM; inconclusive means between about 1.1 nM and that limit
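Intrinsic compound fluorescence, ex 547 / em 598 nm, CCD imager. Tris 100 mM pH 8.0; 15 min RT. Output = rhodamine dye-equivalent concentration at each compound concentration.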
Epigenetic mod: derepresses silenced GFP locus in mouse C127i cells; 68,000 tested, 0.09% active; mouse C127i GFP locus derepression, cytometry, 30 h; Potency, µM (doses to about 46.1 µM), inactives show top-dose GFP derepression (activation); AID 597; further: % of control where 0% means no effect
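Murine C127i mammary cells carrying a silenced, stably integrated CMV-driven GFP reporter were treated with compound for 30 hours at 37 C. After PBS washes, GFP-positive cells were counted by laser-scanning microplate cytometry.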
4MU fluor: 4-MU region autofluorescence. max dye-equivalent concentration, M. compound autofluorescence, 340/450 nm, 4-MU equivalents; active compounds read high. 59,000 tested, 11% active. AID 589; in the data active means max dye-equivalent concentration above about 10 nM; inconclusive means mostly about 1.1 nM to 9.6 nM
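Compounds in 100 mM Tris, pH 8.0, sat 15 min at room temperature before fluorescence was read at 340 nm excitation/450 nm emission; a per-plate six-point 4-MU standard curve converted signals to dye-equivalent concentration at each compound concentration.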
Texas Red fluor: compounds fluorescent in Texas Red spectral region. Compound fluorescence, Texas Red channel, 547/618 nm; active compounds read high. max dye-equivalent concentration, M. 59,000 tested, 0.06% active. AID 587; in the data active means max dye-equivalent concentration above about 10 nM; inconclusive means between about 1.1 nM and that limit
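Texas Red-region profiling: compounds in 100 mM Tris pH 8.0 were read at 547/618 nm after 15 min at room temperature. Intensities were normalized against a six-point Texas Red standard series to give dye-equivalent concentration.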
UbGFP stabilizer: ubiquitin-GFP accumulation via proteasome inhibition | Ubiquitin-GFP reporter cells, proteasome inhibition, GFP fluorescence; response scale: untreated = 0%, 10 µM MG-132 = 100% | Potency, µM (top dose mostly 45.9 µM), inactives show at the top dose activation (GFP accumulation), hits mostly activators | 67,000 tested, under 10 active; active means well fitted activation curve with a large enough effect, not every such curve was filed as active; inconclusive means small, poorly fitted or top-dose-only effect, or another doubt; inactive means no such curve, though single readings can be large or run the other way; further: potency means the concentration at half of the fitted maximal effect
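U2OS cells expressing ubiquitin(G76V)-GFP, seeded overnight in 0.5% FBS medium, then treated 4 hr at 37 C across 46 uM to 2.9 nM. GFP-positive cells counted by laser cytometry (488 ex/515 em); %activity scaled between basal and 10 uM MG-132.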
Numbers without * were called inactive; i = inactive; u = inconclusive; x = not tested or not shown; [ ] = remark or other dose. Unless noted, the call rests on the fitted dose curve; in most records, active means well fitted curve in the direction sought with a large enough effect; inconclusive means small, poorly fitted or top-dose-only effect, or another doubt; inactive means no such curve, though single readings can be large; an effect the other way counts as inactive or inconclusive.

Values run as follows: Epigenetic mod | Pol III holo inh | UbGFP stabilizer | HBB splicing | Fluorescein autfl | Texas Red fluor | HADH2 inhib | Hsp90 Hop PPI | 4MU fluor | Rhodamine fluor | ALOX15 inhib
- O=C1C(Cl)=C(NCC2CCCO2)C(=O)N1c1ccccc1 (stereo unspecified)
→ 0% | -3% | 0% | -0.1%[57.5 µM] | i | i | -21% | -2% | i | i | 8%
- CCOC(=O)C(Cc1ccccc1)NS(=O)(=O)c1ccc(NC(C)=O)cc1 (stereo unspecified)
→ -1% | 5% | 4% | -0.3% | i | u | 4% | 3% | u | i | -1%
- COC(=O)CSCC(=O)Nc1cc2c(cc1C(C)=O)OCO2
→ -4%[20.6 µM] | x | x | x | u | i | x | x | 4.1e-08M* | i | x
- Cc1cc(CC(C)C)n(-c2nc3ccccc3c(=O)n2OCC(N)=O)n1
→ 3% | 0% | -5% | -0.5%[57.5 µM] | i | u | 11% | -1% | i | i | 19%
- O=C(c1cc(C(F)(F)F)cc(C(F)(F)F)c1)N1CCC2(CC1)CCN(c1ncccn1)CC2
→ 0%[9.22 µM] | 0% | -9% | 2.6% | i | i | 5% | -1% | i | i | 2%
- Cc1cc(=O)oc(C)c1C(=O)N1CCN(C)CC1
→ -2%[20.6 µM] | x | x | x | i | i | x | x | i | i | x
- CCOC(=O)N1CCC2(CC1)C(C(=O)C13CC4CC(CC(C4)C1)C3)C2(C#N)C#N (stereo unspecified)
→ 4% | -2% | -1% | 9.4%[0.369 µM] | u | i | -3% | -5% | u | i | -1%
- CCC1(C)Cc2c(sc3nc4n(c(=O)c23)CCCS4)CO1 (stereo unspecified)
→ -3% | 1% | 4% | -0.3% | u | u | 4% | -1% | 4.7e-08M* | i | 3%
- CCn1c(C)cc2c(c1=O)C(c1ccncc1)C(C#N)=C(N)O2 (stereo unspecified)
→ 4% | -12% | 3% | -0.6%[57.5 µM] | i | i | 3% | -3% | u | i | 2%
- CCOC(=O)N1CCN(c2c(NCCCN(CC)Cc3ccccc3)c(=O)c2=O)CC1
→ 0% | -3% | -4% | -2.7% | i | u | 5% | -1% | i | i | 2%
- CCN=C1SC(CC(=O)Nc2ccc(C)cc2)C(=O)N1CC (stereo unspecified)
→ -1% | 1% | 1% | -6.2% | u | i | 7% | 1% | i | i | 3%
- CC12COC3(C(=O)Nc4ccc(Cl)cn4)CC1CCC32C (stereo unspecified)
→ 5% | 4% | -3% | -2.4% | x | x | -1% | 8% | x | x | 2%
- CCCCCn1c(CN2CCN(Cc3ccccc3)CC2)nc2c1c(=O)n(C)c(=O)n2C
→ 0% | -6% | -1% | -3.6%[57.5 µM] | i | i | -4% | -6% | i | i | -5%
- COc1ccc(CNC(=O)C2CC(c3ccc(OC)cc3)=NO2)cc1 (stereo unspecified)
→ -4% | -3% | -2% | -2.2% | i | i | 19% | 1% | i | i | 21%
- O=C(NCc1cccs1)NC1CCCCC1
→ -3% | -4% | -4% | -0.1% | u | i | 1% | -3% | i | i | 3%
- CCCCOC(=O)Nc1ccc(N2CCCCC2)cc1
→ 2% | -6% | -9% | -5.8% | x | x | -6% | -12% | x | x | -21%
- COc1ccc(-n2c(Cc3cccn3C)nnc2SCC(=O)N2CCOCC2)cc1
→ x | -8% | 4% | -0.2% | x | x | -9% | -7% | x | x | -14%
- O=C(O)CP(=O)(O)O
→ 0%[9.22 µM] | 2%[11.4 µM] | -1%[9.17 µM] | 1.9%[9.22 µM] | i | u | 1%[11.4 µM] | -2%[11 µM] | i | i | -1%[11.4 µM]
- c1cncc(-c2nn[nH]n2)c1
→ 0% | 0% | 4% | -0.8% | i | i | 4% | -1% | u | i | -25%
- Cc1cc(NC(=O)c2cc(CC(C)C)on2)no1
→ x | -4% | -3% | -0.2% | x | x | -2% | -2%[2.3 µM] | x | x | 9%

Taken from above:
Result for `CCCCCn1c(CN2CCN(Cc3ccccc3)CC2)nc2c1c(=O)n(C)c(=O)n2C` in HADH2 inhib: -4%
Result for `COc1ccc(CNC(=O)C2CC(c3ccc(OC)cc3)=NO2)cc1` (stereo unspecified) in Epigenetic mod: -4%

Molecules shown so far that have a Cl atom, in the order listed:
Values run as follows: Epigenetic mod | Pol III holo inh | UbGFP stabilizer | HBB splicing | Fluorescein autfl | Texas Red fluor | HADH2 inhib | Hsp90 Hop PPI | 4MU fluor | Rhodamine fluor | ALOX15 inhib
- O=C1C(Cl)=C(NCC2CCCO2)C(=O)N1c1ccccc1 (stereo unspecified)
→ 0% | -3% | 0% | -0.1%[57.5 µM] | i | i | -21% | -2% | i | i | 8%
- CC12COC3(C(=O)Nc4ccc(Cl)cn4)CC1CCC32C (stereo unspecified)
→ 5% | 4% | -3% | -2.4% | x | x | -1% | 8% | x | x | 2%

(next part)
Values run as follows: Epigenetic mod | Pol III holo inh | UbGFP stabilizer | HBB splicing | Fluorescein autfl | Texas Red fluor | HADH2 inhib | Hsp90 Hop PPI | 4MU fluor | Rhodamine fluor | ALOX15 inhib
- CCc1noc(C)c1C(=O)N1CCOCC1
→ 6% | 1% | -2% | 8.0% | i | i | 13% | u | i | i | 0%
- Cc1ccccc1Nc1nc(N)nc(CSc2nnc3sc4ccccc4n23)n1
→ -4% | -2% | 12% | -2.1% | i | u | 4% | -4% | i | i | -1%
- CC1CCCCN1C(=O)Cn1c(=O)n(C2CCCCC2)c(=O)c2ccccc21 (stereo unspecified)
→ 1% | -4% | -5% | 2.7% | i | i | 3% | 2% | i | i | -6%
- COC(=O)[C@H](C)NC(=O)NCc1ccc(F)cc1
→ -3% | -2% | 22% | -0.6% | i | i | 0% | -4% | i | i | 0%
- CC(C)Oc1ccc2c(=O)c3cc(C(=O)O)ccc3oc2c1
→ 0% | -2% | 2% | x | x | x | 7% | -5% | x | x | -5%[25.6 µM]
- CCn1c(COc2cccc(C)c2)nnc1SCC(=O)Nc1cccc(C(=O)OC)c1
→ -2% | -2% | -4% | -0.2%[57.5 µM] | i | i | 7% | 1% | i | i | -3%
- C=CCSc1nc(C)c(CC(=O)OCCCC)c(=O)[nH]1
→ -2% | -4% | -2% | x | u | i | 13% | 2% | i | i | -6%
- [N-]=[N+]=Nc1ccc(C(=O)CSC[C@@H](NC(=O)CC[C@@H](N)C(=O)O)C(=O)NCC(=O)O)cc1
→ -2% | -5% | 10% | 0.2% | u | u | u | -1% | i | i | 4%
- CCOC12NC(=O)CC(=O)N1C(c1ccccc1)=CS2 (stereo unspecified)
→ 0% | -1%[11.4 µM] | 0%[9.17 µM] | 0.5%[0.0738 µM] | x | x | -11%[11.4 µM] | 0%[11 µM] | x | x | -7%[11.4 µM]
- Cc1c(C(=O)NCC2CCCO2)oc2ccc(S(=O)(=O)N3CCCC3)cc12 (stereo unspecified)
→ -2% | -2% | 7% | -0.3% | i | i | 2% | 1% | i | i | 5%
- Cc1ccc(-c2nnc3ccc(SCC(=O)NCc4ccco4)nn23)cc1
→ 2% | -2% | 0% | -1.4% | i | i | 15% | -2% | 6.2e-08M* | i | -1%
- N#CC1=C(N)C(C#N)(C#N)C2(C(=O)Nc3ccccc32)C2CCCC=C12 (stereo unspecified)
→ 2% | 2% | 5% | 0.2%[9.22 µM] | x | x | -22% | -3% | x | x | -7%
- CCOC(=O)CNC(=O)C1c2cc(OC)c(OC)cc2C(=O)N(C)C1c1ccccc1F (stereo unspecified)
→ 7% | 6% | -2% | -0.7% | i | i | 11% | -1% | i | i | 6%
- Cc1cc(C)n(-c2ccc(-n3ccnc3)nn2)n1
→ -3% | 0% | -1% | -0.7% | u | i | 1% | -16% | i | i | 6%
- NC(=O)c1ccccc1O
→ x | -2% | x | -0.7% | x | x | 25µM* | 0% | x | x | -4%
- COc1ccc(NC(=O)Nc2cccc(C(=O)N3CCOCC3)c2)cc1OC
→ 4%[20.6 µM] | x | x | x | i | i | x | x | i | i | x

4 compounds picked at random from the list so far:
Values run as follows: Epigenetic mod | Pol III holo inh | UbGFP stabilizer | HBB splicing | Fluorescein autfl | Texas Red fluor | HADH2 inhib | Hsp90 Hop PPI | 4MU fluor | Rhodamine fluor | ALOX15 inhib
- CCOC(=O)N1CCN(c2c(NCCCN(CC)Cc3ccccc3)c(=O)c2=O)CC1
→ 0% | -3% | -4% | -2.7% | i | u | 5% | -1% | i | i | 2%
- CC12COC3(C(=O)Nc4ccc(Cl)cn4)CC1CCC32C (stereo unspecified)
→ 5% | 4% | -3% | -2.4% | x | x | -1% | 8% | x | x | 2%
- CCC1(C)Cc2c(sc3nc4n(c(=O)c23)CCCS4)CO1 (stereo unspecified)
→ -3% | 1% | 4% | -0.3% | u | u | 4% | -1% | 4.7e-08M* | i | 3%
- Cc1ccc(-c2nnc3ccc(SCC(=O)NCc4ccco4)nn23)cc1
→ 2% | -2% | 0% | -1.4% | i | i | 15% | -2% | 6.2e-08M* | i | -1%

The list is partial; count on the stated rates, not on these rows.
